# High-throughput results as filed in PubChem.
# RNase H inhibition: RNase H inhibition, HIV 1 Gag Pol polyprotein, FRET biochemical assay, screening (AID 372) | HIV-1 RT RNase H, FRET RNA/DNA substrate fluorescence; higher % means a stronger effect | one-dose inhibition, % at 10 µM; IC50 in µM for titrated hits | 100,000 compounds, 0.77% hits; in the data active means inhibition above about 50%
# * marks the source's active call; other numbers are inactive results; & = joins results of further samples.
SMILES,RNase H inhibition
Cc1ccc(SCC(=O)NCc2ccc(Cl)cc2)cc1,9.0%
C/C(NCCc1ccccn1)=C(C(=O)c1ccccc1)/C(=N\B(c1ccccc1)c1ccccc1)C(F)(F)F,9.0%
CC(Oc1ccc(Br)cc1)C(=O)N/N=C/c1cccc([N+](=O)[O-])c1 (stereo unspecified),8.0%
CCCCCC(=O)NNC(=O)Cc1ccc(OC)cc1,0.0%
CCCCOc1ccc(C(=O)NC(=S)Nc2ccc(NC(=O)c3ccccc3)cc2)cc1,49.0%
Cc1ccc(N2CCN(/N=C\c3cccc(OCc4ccccc4)c3)CC2)cc1,17.0%
Cc1ccccc1C(=O)O/N=C1\C(=O)c2ccccc2-c2ccccc21,22.0%
O=c1c2c3c(sc2ncn1/N=C/c1cc([N+](=O)[O-])ccc1O)CCCC3,8.0%
Cc1ccc(S(=O)(=O)N2CCN(Cc3cccc4ccccc34)CC2)cc1,15.0%
Cc1cc(C)c(C(=O)Nc2cc(C(=O)Nc3ccccc3)ccc2Cl)c(C)c1,5.0%

# 3 records picked at random from those above:
SMILES,RNase H inhibition
CCCCCC(=O)NNC(=O)Cc1ccc(OC)cc1,0.0%
O=c1c2c3c(sc2ncn1/N=C/c1cc([N+](=O)[O-])ccc1O)CCCC3,8.0%
Cc1ccccc1C(=O)O/N=C1\C(=O)c2ccccc2-c2ccccc21,22.0%

# Other results:
SMILES,RNase H inhibition
COc1ccc(C(NC(=O)c2ccccc2)c2ccc3cccnc3c2O)cc1 (stereo unspecified),17.0%
CCOC(=O)N1CCN(Cc2ccc(C)cc2)CC1,0.0%
CC(=O)c1cccc(N2CN=c3s/c(=C\c4ccc(I)o4)c(=O)n3C2)c1,22.0%
COc1ccc(CNCCC2(c3ccccc3)CC(C)N(C)CC2C)cc1OC (stereo unspecified),9.0%
CC(OCc1ccccc1)C(NC(=O)OC(C)(C)C)C(=O)Nc1nccs1 (stereo unspecified),5.0%
COCCN1C(=O)/C(=C\c2ccc3c(c2)OCO3)C(C(=O)OC)=C1C,7.0%
O=C1CSC(c2ccc(Cl)cc2)N1c1ccc(Cl)c(Cl)c1 (stereo unspecified),7.0%
O=C(CSc1nc2ccc([N+](=O)[O-])cc2s1)c1ccc(F)cc1,14.0%
O=C(COc1ccc(/C=N/NC(=O)c2cc3ccccc3cc2O)cc1)NCCc1ccccc1,28.0%
COc1ccccc1NC(=O)C(=O)NN=C1CCN(C)CC1,0.0%
CC1=NN(c2ccccc2)C(=O)C1/C=C1\SC(=S)NC1=O (stereo unspecified),17.0%
Cc1ccc(OCCOc2ccc(Cl)cc2/C=C2/SC(=S)NC2=O)cc1,15.0%
O=C1NC(=O)N(c2ccc(Cl)cc2)C(=O)/C1=C\c1ccc(-c2ccccc2[N+](=O)[O-])o1,0.0%
Cc1ccc(CN2CCN(Cc3cccnc3)CC2)cc1,16.0%
C=CCNC(=O)C1CC(=O)N(c2ccc(CC)cc2)C1 (stereo unspecified),8.0%
O=C1NC(=S)N(c2ccccc2F)C(=O)/C1=C/c1ccc(N2CCCC2)o1,14.0%
Cc1c(NC(=O)c2ccc3c4c(cccc24)CC3)c(=O)n(-c2ccccc2)n1C,7.0%
COc1ccc(N(CC(O)CN(Cc2ccccc2)Cc2ccccc2)S(=O)(=O)c2ccc(C)cc2)cc1 (stereo unspecified),6.0%
CCCCOP(=O)(OCCCC)C(NCc1ccccc1)c1ccccc1 (stereo unspecified),12.0%
CC1(C)Cc2ccccc2C(=C(C(=O)Nc2ccc(Cl)cc2)C(=O)Nc2ccc(Cl)cc2)N1,8.0%

# Reformatted field by field: entries from further up.
COCCN1C(=O)/C(=C\c2ccc3c(c2)OCO3)C(C(=O)OC)=C1C
  RNase H inhibition = 7.0%

O=C1CSC(c2ccc(Cl)cc2)N1c1ccc(Cl)c(Cl)c1 (stereo unspecified)
  RNase H inhibition = 7.0%

O=C(CSc1nc2ccc([N+](=O)[O-])cc2s1)c1ccc(F)cc1
  RNase H inhibition = 14.0%

# Other results
SMILES,RNase H inhibition
N#C/C(=C/c1ccc(F)cc1)c1nc(-c2ccc(F)cc2)cs1,6.0%
CCOC(=O)C1=C(C)N=c2s/c(=C\C=C\c3ccccc3)c(=O)n2C1c1cccc([N+](=O)[O-])c1 (stereo unspecified),24.0%
COc1ccc(Nc2cc(-n3cccn3)ncn2)cc1,8.0%
O=C1C2C3C=CC(CC3)C2C(=O)N1c1ccc(Br)cc1[N+](=O)[O-] (stereo unspecified),25.0%
CCOc1ccccc1C1C(C#N)=C(N)Oc2cc(N)ccc21 (stereo unspecified),0.0%
FC(F)(F)c1ccccc1/C=N\N1CCN(c2ccccc2)CC1,6.0%
COc1ccc(OC)c(C2=C/C(=C/c3ccc4c(c3)OCO4)C(=O)O2)c1,13.0%
NC1=NC(=O)/C(=C/c2cc(Cl)ccc2OCc2ccccc2Cl)S1,42.0%
Cc1ccsc1/C=N/NC(=O)Cc1ccc(Cl)cc1,14.0%
COC(=O)CCCC[C@H]1SC[C@@H](NC(=O)c2ccccc2)C1OC(C)=O (stereo partly specified),0.0%
CCOC(=O)C1=C(C)NC(C)=C(C(=O)OCC)C1c1c(F)c(F)c(F)c(F)c1F,3.0%
COc1ccc(C2CC(=O)Nc3c2cc(Br)c2ccccc32)c(OC)c1 (stereo unspecified),4.0%
COc1cccc(/C=C2\C(=O)NC(=O)N(c3ccc(O)cc3)C2=O)c1,6.0%
Cc1ccccc1OCC(=O)NNC(=O)c1ccccc1C,13.0%
Cc1cc(=O)cc(C)n1-c1ccc(Cl)cc1,4.0%
COc1ccc(NC(=O)C(=O)NCC(C)C)c(OC)c1,2.0%
O=C1NC(=O)N(c2cccc(Br)c2)C(=O)/C1=C/c1cccc([N+](=O)[O-])c1,6.0%
COc1ccc(NS(=O)(=O)c2ccc(F)cc2)cc1OC,1.0%
CC(C)COc1ccc(/C=C2\SC(=S)NC2=O)cc1,22.0%
Cc1ccccc1C(=O)N/N=C/c1ccc(O)c(Br)c1,20.0%
Cc1cc(I)cc(C)c1NC(=O)C1CC(O)CN1C(=O)Oc1ccccc1 (stereo unspecified),12.0%
COc1ccc(Nc2nc3c(s2)CCCC3)cc1,26.0%
CCc1cccc(C)c1NC(=O)CCC(=O)O,9.0%
CCN(CC)C(=O)C1CCCN(CC2CCCCC2)C1 (stereo unspecified),9.0%
O=C(c1cccc(Cl)c1)N1CCCc2ccccc21,3.0%
Cc1cc2nc(-c3cc(NC(=O)c4ccc([N+](=O)[O-])cc4)ccc3Cl)oc2cc1C,14.0%
O=C(O)c1c(Br)c(Br)c(Br)c(Br)c1C(=O)N1CCOCC1,7.0%
Cc1ccc(S(=O)(=O)N/N=C/c2ccc(-c3ccc([N+](=O)[O-])cc3C)o2)cc1,10.0%
CCOC(=O)C1CCN(C2CC(=O)N(c3ccc(Cl)c(Cl)c3)C2=O)CC1 (stereo unspecified),0.0%
COc1ccc2oc(=O)c(-c3csc(NC(=O)/C=C\C(=O)O)n3)cc2c1,3.0%
CCSC1=C(C#N)C(c2ccc(Cl)cc2Cl)CC(=O)N1 (stereo unspecified),0.0%
Cc1ccc(OCC(=O)NCc2ccc(Cl)cc2)c(Br)c1,26.0%
O=C(NC(=S)Nc1ccc2oc(-c3ccc(F)cc3)nc2c1)c1ccc([N+](=O)[O-])cc1,26.0%
CCN(CC)c1ccc(NC(=S)NC(=O)c2ccc(I)cc2)cc1,11.0%
O=C1NC(=S)N(c2ccc(Cl)cc2)C(=O)/C1=C/c1cc(Cl)ccc1O,46.0%
Cc1ccc(NC(=O)C(=O)NCc2ccccn2)cc1C,2.0%
CCCCC(=O)Nc1ccc(I)cc1C,8.0%
C=CCN1C(=O)/C(=C/c2cc(C)n(-c3ccc(OC)cc3)c2C)C(=O)NC1=S,6.0%
COc1ccc(C(=O)Nc2cc(C(F)(F)F)cc(C(F)(F)F)c2)cc1OC,13.0%
CC(=O)Oc1ccc(-c2cccc(C(=O)NCCCO)c2)cc1,5.0%
Cc1cc(C)cc(NC(=O)Cc2cccs2)c1,5.0%
O=C(Nc1ccccc1[N+](=O)[O-])c1ccc(I)cc1,16.0%
O=C(O)c1cc([N+](=O)[O-])ccc1C(=O)Nc1ccc(Br)cc1,5.0%
CCOC(=O)C1=C(C)N=c2s/c(=C\c3cccc4ccccc34)c(=O)n2C1c1ccc(OC)c(OC)c1 (stereo unspecified),17.0%
COc1ccccc1N/C=C(/C#N)c1nc(-c2ccc([N+](=O)[O-])cc2)cs1,9.0%
O=C(NCc1ccco1)c1cnn2c(-c3ccccc3)cc(-c3ccccc3)nc12,37.0%
Cn1cnc([N+](=O)[O-])c1Sc1nccc(Nc2ccccc2)c1C#N,15.0%
CCOc1ccc(C2Nc3ccccc3-c3nnc(SC)nc3O2)cc1 (stereo unspecified),5.0%
Cc1ccc2oc(Nc3nc(C)cc(=O)[nH]3)nc2c1,0.0%
CCOC(=O)C1=C(C)N=c2s/c(=C\c3cn(-c4ccccc4)nc3-c3ccc(C)cc3)c(=O)n2C1c1ccccc1 (stereo unspecified),16.0%

# Next part
SMILES,RNase H inhibition
C/C(=N\NC(=O)c1ccc(O)cc1)c1ccc([N+](=O)[O-])cc1,0.0%
O=[N+]([O-])c1ccc(N/N=C/c2ccccc2OCc2ccccc2)cc1,2.0%
CCCCOc1ccc(NC(=O)Nc2ccc(OC)cc2)cc1,21.0%
C/C(=N\c1nc2ccccc2n1C)c1cc(Cl)ccc1O,15.0%
O=C(NCCNc1ccc([N+](=O)[O-])cc1)c1cccc2c(Br)cccc12,2.0%
NC(=O)c1ccccc1NC(=O)c1ccc(I)cc1,0.0%
COc1ccccc1C(=O)O/N=C(/c1ccncc1)c1ccc([N+](=O)[O-])cc1,5.0%
COc1cc(CN2CCN(c3cccc(C(F)(F)F)c3)CC2)cc2c1OCO2,20.0%
CCCC(=O)Nc1cccc(NC(=O)COc2cc(C)ccc2C(C)C)c1,10.0%
Cc1ccc(S(=O)(=O)Nc2ccc(NC(=O)c3sc4cc(C)ccc4c3Cl)cc2)cc1,37.0%
COC(=O)c1ccc(C(=O)OC)c(NC(=O)/C=C/c2ccc(F)cc2)c1,0.0%
CC(=O)c1cc(F)c(N2CCN(C(=O)c3cccc(F)c3F)CC2)cc1C,1.0%
Cc1cccc2c(=O)oc(-c3ccc(F)cc3)nc12,48.0%
COc1ccc(Br)cc1/C=N/NC(=O)c1ccc(N(C)C)cc1,17.0%
O=[N+]([O-])c1ccc(O)c(/C=N/Nc2ccccc2)c1,14.0%
O=C(Cc1ccccc1)NC(c1ccc(Cl)cc1)c1c(O)ccc2ccccc12 (stereo unspecified),15.0%
CCCCNCCCCCOc1ccccc1CC,0.0%
NNc1nnc(-c2ccccc2)c(-c2ccccc2)n1,7.0%
CCOC(=O)C1=C(C)N=c2s/c(=C\c3cc([N+](=O)[O-])cc(Br)c3O)c(=O)n2C1c1cccs1 (stereo unspecified),13.0%
Cc1ccc(C(NC(=O)c2ccccc2)c2c(O)ccc3ccccc23)cc1 (stereo unspecified),28.0%
CC(/C=N\N1CCN(c2ccccc2)CC1)=C\c1ccccc1,13.0%
CCOC(=O)c1ccc(-c2ccc(C(=O)Nc3ccc(-c4nc5ccccc5s4)c(O)c3)o2)cc1,48.0%
COc1ccc(OCc2nc(-c3ccccn3)no2)cc1,6.0%
COc1ccccc1OCCCCOc1ccc(Cl)c(C)c1,5.0%
O=C1NC(=O)C(=Cc2cnc(-c3ccccc3)nc2)C(=O)N1,19.0%
Fc1ccc(Cc2cnc(Nc3ccc(F)cc3)s2)cc1,12.0%
COc1ccc(OC)c(NC(=O)c2ccc(CN3CCc4ccccc4C3)cc2)c1,15.0%
O=C(Nc1ccc(S(=O)(=O)N2CCOCC2)cc1)c1ccc(Br)o1,11.0%
C=CCN1C(=O)/C(=C\c2cccc(OS(=O)(=O)c3ccc(C)cc3)c2)SC1=S,12.0%
COc1ccc(/C=C2\SC(=O)N(CCC(=O)N3CCCCC3)C2=O)cc1OC,4.0%
N/C(=N\OC(=O)COc1ccc(Br)cc1Cl)c1cccnc1,7.0%
CCN(CC)CCNC(=O)C(=O)Nc1nc(C23CC4CC(CC(C4)C2)C3)cs1,24.0%
COC(=O)c1ccc(COc2ccc3c(oc(=O)c4ccccc43)c2C)cc1,0.0%
CCN(CC)CCCCCOc1c(C(C)C)cccc1C(C)C,18.0%
CC(C)(C)C(=O)Nc1nc(-c2ccc(Br)cc2)cs1,20.0%
CCOc1c(Br)cc(/C=C2/C(=O)NN(c3ccc(CC)cc3)C2=O)cc1OC,21.0%
CC1=CC(C)(C)Nc2ccc(OC(=O)c3ccccc3)cc21,28.0%
Cc1cc(C)cc(OCCNC(=O)c2ccc(Cl)c(Cl)c2)c1,11.0%
O=S(=O)(c1ccc(Br)cc1Br)n1cnc2ccccc21,7.0%
COCCCNS(=O)(=O)c1ccc(Oc2cc(O)c3c(c2O)C(=O)c2ccccc2C3=O)cc1,14.0%

# Some values from above:
# `Cc1cc(C)cc(OCCNC(=O)c2ccc(Cl)c(Cl)c2)c1` in RNase H inhibition → 11.0%
# `O=S(=O)(c1ccc(Br)cc1Br)n1cnc2ccccc21` in RNase H inhibition → 7.0%

# Back to the main list, repeating the four entries before the break.
SMILES,RNase H inhibition
CC1=CC(C)(C)Nc2ccc(OC(=O)c3ccccc3)cc21,28.0%
Cc1cc(C)cc(OCCNC(=O)c2ccc(Cl)c(Cl)c2)c1,11.0%
O=S(=O)(c1ccc(Br)cc1Br)n1cnc2ccccc21,7.0%
COCCCNS(=O)(=O)c1ccc(Oc2cc(O)c3c(c2O)C(=O)c2ccccc2C3=O)cc1,14.0%
O=C(O)c1ccc(CP(=O)(c2ccccc2)c2ccccc2)cc1,0.0%
CCOc1ccc(N(CC(=O)NCCOC)S(=O)(=O)c2ccc(SC)cc2)cc1,2.0%
Cc1ccc(N2CCN(C3=NC(=O)/C(=C/c4cccc([N+](=O)[O-])c4)S3)CC2)cc1,14.0%
Cc1ccc(-c2csc(Nc3ccc(Br)cc3)n2)cc1,20.0%&0.0%
Cc1c(-c2ccco2)[n+](=O)c2c(n1[O-])CCCCC2,15.0%
COc1cc(NC(=O)COc2cccc3ccccc23)cc(OC)c1,16.0%
COc1ccccc1OCCNC(=O)Nc1cc(F)c(F)cc1Cl,10.0%
COc1ccc(C(=O)OCC(=O)c2ccc([N+](=O)[O-])cc2)cc1OC,7.0%
CC(=O)c1ccc(NC(=O)CN(c2cccc([N+](=O)[O-])c2)S(=O)(=O)c2ccccc2)cc1,6.0%

# Only part of the results is shown; count on the stated rates, not on these rows.
